# Bioassay records: PubChem BioAssay, National Center for Advancing Translational Sciences (NCATS)
# ALOX12 inhib – blocks human 12-lipoxygenase activity. Potency, µM (titrated, usually from 57.1 µM), inactives show at the top dose activity change, negative = inhibition, most hits filed as inhibitors. purified 12-hLO, xylenol orange hydroperoxide absorbance. 0.12% of 150,000 active. P18054; also: potency is read from the fitted curve at half-maximal effect; nearly all actives have a fitted effect of over 55% in size; many of its hits are not listed in these tables
# Target sequence (P18054 whole entry, looked up): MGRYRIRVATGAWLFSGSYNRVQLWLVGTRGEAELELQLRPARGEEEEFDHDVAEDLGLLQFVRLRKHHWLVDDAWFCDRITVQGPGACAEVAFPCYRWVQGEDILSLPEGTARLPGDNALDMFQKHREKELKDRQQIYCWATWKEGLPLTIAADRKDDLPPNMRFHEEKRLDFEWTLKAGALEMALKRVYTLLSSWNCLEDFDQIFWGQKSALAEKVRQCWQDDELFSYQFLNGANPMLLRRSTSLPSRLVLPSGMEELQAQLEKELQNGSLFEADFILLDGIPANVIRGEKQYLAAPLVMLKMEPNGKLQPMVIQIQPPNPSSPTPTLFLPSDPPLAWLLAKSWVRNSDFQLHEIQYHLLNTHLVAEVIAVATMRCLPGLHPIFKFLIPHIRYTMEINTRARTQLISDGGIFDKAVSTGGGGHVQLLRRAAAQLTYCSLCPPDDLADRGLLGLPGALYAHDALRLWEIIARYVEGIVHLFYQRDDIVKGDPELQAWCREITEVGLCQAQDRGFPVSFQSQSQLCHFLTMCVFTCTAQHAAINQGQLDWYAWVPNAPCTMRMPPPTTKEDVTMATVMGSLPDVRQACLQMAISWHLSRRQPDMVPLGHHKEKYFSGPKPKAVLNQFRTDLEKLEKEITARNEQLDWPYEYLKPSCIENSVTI
#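 Hydroperoxide output read as Fe(III)-xylenol orange absorbance, 573-to-405 nm ratio, after 30 min reaction with 40 uM arachidonic acid. Enzyme: 150 nM purified human 12hLO, 15 min compound preincubation; 25 mM Hepes pH 7.0, room temperature.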
# ALOX15B inhib – blocks human 15-lipoxygenase 2 activity. purified 15hLO-2, xylenol orange hydroperoxide absorbance. Potency, µM (series often up to 57.1 µM), for inactives: top-dose activity change, negative = inhibition, hits mostly inhibitors. 0.56% of 110,000 active. AID 881; also: potency is read from the fitted curve at half-maximal effect; nearly all actives have a fitted effect of over 60% in size; many of its hits are not listed in these tables
#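 Read-out: hydroperoxide product oxidises ferrous iron, measured as xylenol orange complex via the 573-to-405 nm absorbance ratio after 30 min. Reaction: 50 nM enzyme, 15 min compound preincubation, 45 uM arachidonic acid, 90 min RT, Hepes pH 7.5 with Triton X-100.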
# PNC assembly inh – blocks assembly of the perinucleolar compartment. AID 2417. activity change (PNC), negative = inhibition, % at 10 µM. PC3M PTB-GFP, PNC prevalence imaging, 16 h; active compounds read low. 3.1% of 140,000 active;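 active = readout at or below -70, meaning at least 70% loss of cells showing the perinucleolar compartment, a nuclear body marking cancer cells; inconclusive = readout between -30 and a set limit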;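 also: plate controls were DMSO wells for no effect and camptothecin positive control wells for full effect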
#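 PC3M cells stably expressing PTB-GFP, 750–1000 cells/well, treated 16 h at 37 °C with compound (23 nl of library stock), in duplicate. After paraformaldehyde fixation and Hoechst stain, imaged at 20x; PNC prevalence scored by image analysis.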
# IMPase cell inh – cell-permeable inhibitors of inositol monophosphatase (IMPase); P97697; CHO-M1 cells, IP1 accumulation, HTRF TR-FRET ratio; inhibition (IP1 accumulation), % at 46.1 µM; 120,000 tested, under 10 active; AID 901; active = well fitted curve in the direction sought with a large enough effect in the signal ratio, not every such curve was filed as active; inconclusive = small, poorly fitted or top-dose-only effect, or a change in a side signal; inactive = no such curve, though single readings can be large or run the other way; the % refers to the signal ratio;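 also: cells stimulated with carbachol in lithium chloride buffer; plate controls were DMSO basal wells for no effect and reference inhibitor wells for full effect; higher means more IMPase inhibition seen as more IP1 and lower FRET ratio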
# Target sequence (P97697 whole entry, looked up): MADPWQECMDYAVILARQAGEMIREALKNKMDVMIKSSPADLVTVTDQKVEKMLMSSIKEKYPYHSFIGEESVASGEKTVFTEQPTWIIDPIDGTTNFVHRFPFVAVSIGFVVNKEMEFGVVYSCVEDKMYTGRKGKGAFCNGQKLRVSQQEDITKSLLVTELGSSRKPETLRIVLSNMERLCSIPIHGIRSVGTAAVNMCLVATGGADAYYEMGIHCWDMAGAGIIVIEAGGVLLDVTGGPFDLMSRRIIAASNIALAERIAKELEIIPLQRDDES
#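 Cellular IMPase inhibition is scored as a rise in cytosolic IP1, detected by competitive TR-FRET between d2-labelled IP1 and a europium anti-IP1 antibody. M1-expressing CHO cells were stimulated with carbachol for 30 min at 37C, with lithium (50 mM LiCl) present in the buffer.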
# * marks the source's active call; other numbers are inactive results; ? = inconclusive; . = not tested or not shown; & = joins results of further samples; [ ] = dose if it differs, or a comment. Unless noted, calls follow the shape of the dose curve; as a rule, active = well fitted curve in the direction sought with a large enough effect; inconclusive = small, poorly fitted or top-dose-only effect, or another doubt; inactive = no such curve, though single readings can be large; an effect the other way counts as inactive or inconclusive. Unless noted, % is scaled to controls: 0 for no effect and ±100 for the full control effect. This is a subset, so the mix of outcomes need not match the whole.
ALOX12 inhib	ALOX15B inhib	PNC assembly inh	IMPase cell inh	smiles
4%&4%	10%&32%	.	?	N[C@@H](C(=O)O)c1ccc(C(=O)O)cc1
6%	.	?	-9	O=C(NCc1ccccc1)Oc1cccc(Cl)c1
3%	-11%	21	3	Cc1coc(NC(=O)CSc2nc(-c3ccc(Cl)cc3)cc(C(F)(F)F)c2C#N)n1
8%	.	-29	.	CCOc1ccc(C(=O)/C=C/Nc2ccc(S(=O)(=O)Nc3onc(C)c3C)cc2)cc1
-8%	3%	-13	-9	O=S(=O)(c1ccc(Cl)c(F)c1)N1CCC(c2nc(-c3ccncc3)no2)CC1
-7%	.	26	.	O=C(O)CCC(=O)NNC(=O)c1ccc(Br)cc1
-4%	.	-2	.	Cc1ccccc1CN(c1ccc(C(=O)NCC2CCCO2)cc1)S(C)(=O)=O (stereo not given)
4%	-4%	35	2	CCOc1cc(S(=O)(=O)NCCc2ccc(OC)c(OC)c2)c(OCC)cc1-n1cnnn1
-2%	-5%	0	-2	CC(=O)c1c(CC(=O)O)[nH]n(-c2nc3ccccc3s2)c1=O
0%	.	?	.	Cc1ccccc1Cn1ccc(NC(=O)c2nn(C)cc2[N+](=O)[O-])n1
3%	.	42	-3	Cc1ccnc(SCc2cc(=O)c(OC(=O)c3ccco3)co2)n1
0%	0%	?	17	COc1ccc(CN2C(=O)CCC2(C)C(=O)NCc2cccnc2)c(OC)c1 (stereo not given)
-1%	-3%	?	5	CC1(C)NC(=O)N(CC(O)COc2cccc(F)c2)C1=O (stereo not given)
-1%	-2%	28	13	Cc1nc(NCc2ccccn2)c2ccccc2n1
-2%	.	?	.	O=C(/C=C/c1cccc([N+](=O)[O-])c1)Nc1cccc(NC(=O)c2cccs2)c1
-1%	-4%	1	3	NC(=O)CNC(=O)[C@@H]1CC2(CC(c3cccc([N+](=O)[O-])c3)=NO2)CN1C(=O)c1ccccc1 (stereo not given in full)
3%	3%	42	-3	Cc1cc2ncn(C(=O)N3CCCCC3)c2cc1C
5%	.	26	.	N=C1SC(c2ccccc2)C(=O)N1c1ncc(Cc2ccccc2)s1 (stereo not given)
-2%	4%	12	-9	NC(=O)c1ccccc1NC(=O)/C=C/c1ccc(Cl)cc1
-3%	.	56	14	CCOC(=O)c1sc(=S)n(-c2ccc(Cl)cc2)c1SC
1%	-5%	-25	-1	O=C1C2C(C(=O)N1/N=C/c1cc(Br)cc([N+](=O)[O-])c1O)C1C=CC2C12CC2 (stereo not given)
-2%	17%	.	-4	OC[C@H]1O[C@H](n2cnc3c(NC4CCCC4)nc(Cl)nc32)[C@@H](O)[C@@H]1O
1%	13%	62	-4	COc1cc2c(cc1OC)C(c1ccccc1)N(C(=O)CCl)CC2 (stereo not given)
-2%	.	?	?	Cc1ccc(NC2=NCC(=O)N2C2CCCC2)c(C)c1
-2%	.	41	.	Oc1ccc(N=Nc2cccc(C(F)(F)F)c2)cc1C=Nc1ccc(N2CCOCC2)cc1
-3%	-6%	?	7	Clc1ccc(C(c2nnnn2CCc2ccccc2)N2CCSCC2)cc1 (stereo not given)
-1%	.	63	.	O=C(Nc1nc2ccccc2s1)c1ccc2c(c1)OCO2
-1%	-2%	-8	11	CC1CCN(C(=O)CN(c2ccc3c(c2)OCO3)S(C)(=O)=O)CC1
7%	-2%	12	-3	CCCCn1c(=O)n(CC(=O)Nc2ccc(OC)c(Cl)c2)c(=O)c2c1nc(CO)n2CCC
-1%	0%	-2	8	CC(=O)Nc1ccc(S(=O)(=O)NCCc2cc3c(C)ccc(C)c3[nH]c2=O)cc1
-5%	0%	-22	-7	CCOC(=O)N1CCN(C2=CC(=O)OC23CCCCC3)CC1
1%	.	58	-1	COc1cc(/C=C2\SC(=O)N(CCNC(=O)c3cnc(C)cn3)C2=O)cc(OC)c1OC
-19%	?	-6	7	COc1ccc(C2NC(=O)NC3=C2CCc2ccccc23)cc1 (stereo not given)
-5%	-4%	?	-2	O=C(CCCC(=O)N1CCN(c2ccccc2F)CC1)N1CCN(c2ccccc2F)CC1
-2%	-6%	65	12	CCOC(=O)c1nn(-c2ccccc2)c(-c2ccccc2)c1C(=O)c1ccccc1
-3%	0%	30	21	Cc1cccc(C)c1NS(=O)(=O)c1c(C)[nH]c(=O)[nH]c1=O
-3%	18%	9	-1	COCCCNC(=O)CS(=O)Cc1nc(-c2cccc(OC)c2)oc1C (stereo not given)
0%	2%	115	5	CCc1c(C(=O)Nc2ccc(OC)c(Cl)c2)[nH]c(C)c1C(C)=O
-11%	.	135	.	COc1ccc(C(=O)n2cc(C(=O)c3cc(C)ccc3O)cn2)cc1OC
2%	.	-3	.	O=c1ccccn1CCOc1ccccc1Cl
-3%	.	20	.	CCc1ccc(NCc2nc(-c3ccccc3)no2)cc1
-7%	.	5	-6	CCCn1nnc(NC(=O)c2cccnc2Cl)n1
3%	2%	17	9	O=C(NCCCN1CCOCC1)c1cccs1
-4%	-11%	-1	5	CC(C)CNC(=S)NNC(=O)c1ccc(OC(F)F)cc1
-1%	.	-13	.	Cc1cc(C)n(C(=O)COc2ccccc2C)n1
0%	1%	1	6	Clc1ccccc1Cn1nnc2c(N3CCOCC3)nc(C3CC3)nc21
0%	6%[2.29 µM]	14	-2	COc1ccc2c(c1)C(=O)N(c1ccccc1OC)C(=O)C2
-1%	10%	.	.	COc1ccc(C(=O)N2CCC[C@@]3(CCN(Cc4nccs4)C3)C2)cc1
1%	3%	28	4	COC(=O)COc1ccc(S(=O)(=O)Nc2ccc(NC(C)=O)cc2)cc1
-2%	.	7	.	CCCNC(=O)CN(C)S(=O)(=O)c1ccc(F)cc1

# Next structures.
ALOX12 inhib	ALOX15B inhib	PNC assembly inh	IMPase cell inh	smiles
?	-4%	-98*	0	COc1ccc(C2NC(C(=O)O)Cc3c2[nH]c2ccccc32)cc1OC (stereo not given)
-4%	0%	?	0	Cn1c(NC(=O)c2ccccc2Br)cc(=O)n(C)c1=O
0%	.	-7	.	CC(=O)N1c2ccc([N+](=O)[O-])cc2NC(=O)CC1C (stereo not given)
-6%	27%	23	1	COc1ccc(C2/C(=C(/O)c3ccccc3)C(=O)C(=O)N2C)cc1 (stereo not given)
7%	1%	?	5	CC(=O)Nc1ccc(S(=O)(=O)Nc2c(C)n(C)n(-c3ccccc3)c2=O)cc1
-1%	-8%	?	-3	COc1cccc(C(=O)Cn2c(N3CCCCC3)nc3c2c(=O)n(C)c(=O)n3C)c1
5%	14%	97	-10	Clc1ccc(-c2nnc3n2CCCC3)cc1Cl
2%	-7%	?	-9	COc1ccc(-n2c(SCC(=O)Nc3nccs3)nc3c(c2=O)SCC3)cc1
-3%	.	77	.	Cc1occc1C(=O)NC1CCCCCCC1
-8%	-2%	?	-2	COc1ccc(N2C(=O)CCC(C(=O)N(C)C3CCCCC3)C2c2ccc(OC)c(OC)c2)cc1 (stereo not given)
-4%	.	70	-1	O=S(=O)(c1cccc(C(F)(F)F)c1)N1CCC(c2cc(-c3cccc4ccccc34)n[nH]2)CC1
1%	.	4	.	COc1ccc(-n2c(Cn3nc(C(F)(F)F)cc3C)n[nH]c2=S)cc1
2%	.	-25	.	CC(C)=C1C2CCC1C1C(=O)N(c3nccs3)C(=O)C21 (stereo not given)
-6%	.	203	-10	CC(C)OC(=O)CSc1nnc(-c2cnccn2)n1-c1ccccc1
-12%	.	45	.	C=CCn1c(SCC(=O)c2ccc(OC)cc2)nnc1-c1ccc2c(c1)OCO2
5%	7%	-4	5	CN(C)CCCOC(=O)Cc1ccc(Cl)cc1
-3%	.	28	.	N=c1n(Cc2ccccc2)c2ccccc2n1Cc1ccccc1
8%	-1%	37	8	Cc1ccc2oc(=O)c3cnn(CC(=O)Nc4ccccc4N4CCN(C)CC4)c3c2c1
-9%	-5%	-13	-6	CCn1cc([N+](=O)[O-])c(C(=O)Nc2nc(-c3ccc(C)c(C)c3)c(C)s2)n1
-3%	0%	47	8	CC(C)(C)NC(=O)C(c1ccccc1F)N(Cc1ccco1)C(=O)c1csnn1 (stereo not given)
5%	.	-100*	-17	COCCCn1c2nc3ccccc3nc2c2c(=O)n(-c3ccccc3OC)c(C)nc21
6%	-4%	114	-8	Cc1nc2c(c(-c3ccccc3)c1C#N)C(=O)c1ccccc1-2
-27%	-20%	-20	10	CCOC(=O)C1=C(C)NC(SCC(=O)OC)=C(C#N)C1c1ccc(C(=O)OC)cc1 (stereo not given)
1%	13%	82	3	CCOC(=O)/C(C#N)=c1/s/c(=C2\C=Cc3ccccc3N2CC)c(=O)n1CC
0%	1%	-12	-2	Cc1ccc(NC(=O)CN(C)S(=O)(=O)c2cccs2)cc1F
-3%	-16%	-9	6	CCCOc1ccccc1C(=O)N(Cc1ccco1)C1CCS(=O)(=O)C1 (stereo not given)
0%	-3%	33	-3	Cc1ccc(-n2nnnc2SC(C)C(N)=O)c(C)c1 (stereo not given)
1%	.	21	.	Cn1c2ccccc2c(=O)c2c(=O)n(-c3ccccc3)c(C3CCCCC3)nc21
-1%	.	1	.	CC(C)Cn1c(SCC(=O)N2CCc3ccccc3C2)nc2cc(Cl)ccc2c1=O
4%	-5%	-11	-3	COc1cc2cc(C(c3nnnn3C(C)(C)C)N3CCC(C)CC3)c(=O)[nH]c2cc1OC (stereo not given)
-16%	.	?	.	Nc1c(C(=O)NCC2CCCO2)sc2nc3c(c(-c4ccco4)c12)CC/C3=C\c1ccco1 (stereo not given)
-3%	1%	-13	-4	O=C(Nc1cc(C(F)(F)F)ccc1N1CCOCC1)c1ccco1
1%	-16%	18	10	COc1cc(C2=NOC(C(=O)Nc3ccc(C(C)=O)cc3)C2)cc(OC)c1OC (stereo not given)
3%	7%	-8	2	Nc1nc(N)c2sc3nc4c(cc3c2n1)CCC4
-3%	-9%	-23	7	Fc1ccc(C(c2nnnn2C2CCCC2)N2CCc3ccccc32)cc1 (stereo not given)
-2%	.	25	.	Cc1[nH][nH]c(=O)c1C(c1c(C)[nH][nH]c1=O)c1cn(Cc2ccccc2Cl)c2ccccc12

# Part of the list above, with two lines to a compound.
# Order of results: ALOX12 inhib, ALOX15B inhib, PNC assembly inh, IMPase cell inh
COCCCn1c2nc3ccccc3nc2c2c(=O)n(-c3ccccc3OC)c(C)nc21
→ 5%, ., -100*, -17
Cc1nc2c(c(-c3ccccc3)c1C#N)C(=O)c1ccccc1-2
→ 6%, -4%, 114, -8
CCOC(=O)C1=C(C)NC(SCC(=O)OC)=C(C#N)C1c1ccc(C(=O)OC)cc1 (stereo not given)
→ -27%, -20%, -20, 10
CCOC(=O)/C(C#N)=c1/s/c(=C2\C=Cc3ccccc3N2CC)c(=O)n1CC
→ 1%, 13%, 82, 3
Cc1ccc(NC(=O)CN(C)S(=O)(=O)c2cccs2)cc1F
→ 0%, 1%, -12, -2
CCCOc1ccccc1C(=O)N(Cc1ccco1)C1CCS(=O)(=O)C1 (stereo not given)
→ -3%, -16%, -9, 6
Cc1ccc(-n2nnnc2SC(C)C(N)=O)c(C)c1 (stereo not given)
→ 0%, -3%, 33, -3
Cn1c2ccccc2c(=O)c2c(=O)n(-c3ccccc3)c(C3CCCCC3)nc21
→ 1%, ., 21, .
CC(C)Cn1c(SCC(=O)N2CCc3ccccc3C2)nc2cc(Cl)ccc2c1=O
→ -1%, ., 1, .
COc1cc2cc(C(c3nnnn3C(C)(C)C)N3CCC(C)CC3)c(=O)[nH]c2cc1OC (stereo not given)
→ 4%, -5%, -11, -3
Nc1c(C(=O)NCC2CCCO2)sc2nc3c(c(-c4ccco4)c12)CC/C3=C\c1ccco1 (stereo not given)
→ -16%, ., ?, .
O=C(Nc1cc(C(F)(F)F)ccc1N1CCOCC1)c1ccco1
→ -3%, 1%, -13, -4
COc1cc(C2=NOC(C(=O)Nc3ccc(C(C)=O)cc3)C2)cc(OC)c1OC (stereo not given)
→ 1%, -16%, 18, 10
